Screening results (PubChem)
Rab2 wt GTP – changes GTP binding to wildtype dog Rab2A, up or down. P61105. GST-Rab2 wt beads, Bodipy-GTP binding, flow cytometry. GTP binding activity, % at 10 µM. 190,000 compounds, 0.19% hits. AID 760;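 active = GTP binding activity at least 20 points away from 100%, either lowered or raised; inconclusive = signal likely due to the compound's own green fluorescence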;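 also: 0% = beads with excess unlabeled GTP and 100% = no-compound control corrected for plate trend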
Avidin bead fluor – compound fluoresces at 488/530 nm on avidin beads; 220,000 compounds, 0.38% hits; compound fluorescence 488/530 nm, flow cytometry; hits give high values; AID 1775; fluorescence (KMESF) at 10 µM; in the data active = fluorescence above about 47; also: inactives centre near 10
GSH bead fluor – GSH bead compound fluorescence profile. GSH beads flow cytometry, compound fluorescence 488/530 nm; hits give high values. fluorescence (KMESF) at 10 µM. 190,000 compounds, 0.25% hits. AID 1776; in the data active = fluorescence above about 89;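 also: glutathione beads carrying GST-tagged Bcl family fusion proteins plus one bare bead set; values are compound well signal with DMSO vehicle wells as background; inactives centre near 16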
Rac1 wt GTP bind – human Rac1 wildtype GTP binding, inhibitors and activators. P63000. GST-Rac1 beads, fluorescent GTP binding, flow cytometry; actives lie on both sides; 0 = cold GTP competed, 100 = untreated. GTP binding activity (% of control), % at 10 µM. 190,000 compounds, 0.27% hits;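 active = GTP binding activity at least 20 points away from the 100% control level, either lower or higher; inconclusive = compound flagged as likely green fluorescent, judged across all proteins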
Rac1 act GTP bind – human Rac1 activated mutant GTP binding change | GST-Rac1 activated beads, fluorescent GTP binding, flow cytometry; actives lie on both sides; 100% means binding = to untreated wells | percent activity (GTP binding), % at 10 µM | AID 764 | 190,000 compounds, 0.11% hits | P63000;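 active = GTP binding at least 20 percentage points away from the 100% baseline, in either direction, so actives lie on both sides; inconclusive = Compound likely fluorescent itself, or too few beads counted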
Mcl1-Bid inh – disrupts binding of human Mcl-1 to Bid peptide; TR-FRET Mcl-1/Bid-Dy647 peptide binding, 1536-well; Q07820; inhibition, % at 21.7 µM; 220,000 compounds, 0.97% hits; AID 1021;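 active = compounds that cut the binding signal by more than half at the single screening dose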;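 also: His-tagged Mcl-1 with europium anti-His antibody binding Bid BH3 peptide; 0% = Mcl-1 plus peptide wells and 100% = peptide-only wells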
Target sequence (Q07820 whole entry, looked up): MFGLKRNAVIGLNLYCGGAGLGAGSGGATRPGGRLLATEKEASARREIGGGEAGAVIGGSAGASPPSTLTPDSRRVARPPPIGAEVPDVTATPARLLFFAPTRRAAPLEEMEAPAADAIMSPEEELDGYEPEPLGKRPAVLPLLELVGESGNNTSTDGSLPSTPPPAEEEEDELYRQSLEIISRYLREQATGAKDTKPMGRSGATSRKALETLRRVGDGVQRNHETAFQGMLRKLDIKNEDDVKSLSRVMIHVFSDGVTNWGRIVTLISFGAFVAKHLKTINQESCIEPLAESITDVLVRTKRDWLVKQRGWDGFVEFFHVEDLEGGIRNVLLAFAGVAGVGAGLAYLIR
HRas wt GTP bind – modulators of GTP binding to human HRas wildtype; P01112; GST-Ras wt beads, Bodipy-FL-GTP binding, flow cytometry; actives lie on both sides; GTP binding activity, % at 10 µM; 190,000 compounds, 0.14% hits; AID 759;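 active = GTP binding activity at least 20% away from the 100% baseline, either lowered as inhibitor or raised as activator; inconclusive = flagged as likely green fluorescent, judged across all proteins in the well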;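 also: 0% = unlabeled GTP competition control and 100% = no-compound control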
Target sequence (P01112 whole entry, looked up): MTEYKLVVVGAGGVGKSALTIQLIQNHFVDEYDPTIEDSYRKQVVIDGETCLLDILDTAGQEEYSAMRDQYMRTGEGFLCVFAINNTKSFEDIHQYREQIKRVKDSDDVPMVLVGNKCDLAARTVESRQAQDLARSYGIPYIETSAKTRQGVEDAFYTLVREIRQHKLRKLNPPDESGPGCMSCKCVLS
Cdc42 wt GTP – changes GTP binding to wildtype human Cdc42; P60953; percent activity (GTP binding), % at 10 µM; 190,000 compounds, 0.2% hits; GST-Cdc42 beads, Bodipy-GTP binding, flow cytometry; actives lie on both sides;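 active = percent activity GTP binding at least 20 points away from the 100% baseline, either down as inhibitor or up as activator; inconclusive = compound flagged as likely green fluorescent from well-wide comparison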;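 also: median bead fluorescence of bound Bodipy-FL-GTP at 100 nM; 0% = excess unlabeled GTP control and 100% = no compound control; below 100% means less GTP binding so inhibitor and above means activator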
Target sequence (P60953 whole entry, looked up): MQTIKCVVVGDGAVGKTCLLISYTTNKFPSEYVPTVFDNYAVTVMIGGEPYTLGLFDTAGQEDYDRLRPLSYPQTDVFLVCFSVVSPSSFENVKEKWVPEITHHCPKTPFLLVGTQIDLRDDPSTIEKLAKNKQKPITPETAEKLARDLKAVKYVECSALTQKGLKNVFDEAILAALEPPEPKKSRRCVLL
Pf gametocyte – P. falciparum stage V gametocyte viability inhibition | P. falciparum stage V gametocytes, ATP luminescence, 24 h | inhibition, % at 10.9 µM | 150,000 compounds, 0.065% hits | AID 743093;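 active = inhibition above the mean plus 3 SD of compounds within the control limits, set per campaign, cut at about 38% in these data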;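 also: 0% = DMSO wells and 100% = medium only without gametocytes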
Rab7 wt modul – modulators of GTP binding to dog Rab7 wildtype GTPase; GST-Rab7 beads, fluorescent GTP binding, flow cytometry; actives lie on both sides; untreated = 100%, excess cold GTP = 0%; GTP binding activity (percent of control), % at 10 µM; 190,000 compounds, 0.055% hits;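 active = fluorescent GTP binding to Rab7 beads changed by at least 20 points from the 100% baseline, either direction, mostly lower; inconclusive = compound itself probably fluorescent, or too few beads counted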;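 also: median green fluorescence of bound Bodipy-FL-GTP per Rab7 bead population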
Mcl1 Noxa PPI – disrupts binding of human Mcl-1 to Noxa peptide. 220,000 compounds, 1.5% hits. AID 1022. TR-FRET Mcl-1/Noxa peptide binding, 2 h. inhibition, % at 21.7 µM. Q07820;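 active = compounds that cut the protein-peptide binding signal by more than 50% relative to plate controls in a single-dose test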;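 also: His-tagged Mcl-1 with rhodamine Noxa BH3 peptide and terbium anti-His antibody; 0% = Mcl-1 plus Noxa peptide wells and 100% = peptide-only wells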
Active calls of the source: *; ? = inconclusive; . = not tested or not shown. Only part of the results is shown. The share of hits here may be higher or lower than overall.

SMILES	Rab2 wt GTP	Avidin bead fluor	GSH bead fluor	Rac1 wt GTP bind	Rac1 act GTP bind	Mcl1-Bid inh	HRas wt GTP bind	Cdc42 wt GTP	Pf gametocyte	Rab7 wt modul	Mcl1 Noxa PPI
CC(=NCc1ccco1)c1c(O)n(C)c(=O)n(C)c1=O	103	10	7	103	100	-23	101	103	-2	102	0
CN(C)C(=O)Nc1cccc(OC(=O)N(C)C)c1	103	178*	22	111	100	-25	104	105	.	101	4
COc1ccc(-c2nc3ccccc3c(=O)n2-c2ccc(OC)cc2)cc1	99	10	10	102	97	-9	99	98	24	105	0
CC1CN=C(NCc2ccncc2)S1 (stereo not drawn)	101	3	28	105	102	-34	104	103	.	103	-10
COc1ccc(OCC(=O)N2CCN(Cc3nc4cc([N+](=O)[O-])ccc4n3C)CC2)cc1	100	11	9	105	100	-1	102	104	.	99	13
O=S(=O)(c1ccc(Cl)cc1)N1CN2CCN(C2)C1	102	8	48	104	101	10	103	103	-10	104	2
COc1ccccc1Sc1ccccc1CC(C)N (stereo not drawn)	95	13	4	102	100	-30	95	103	12	90	1
O=C(O)C1CN2CCC1CC2 (stereo not drawn)	97	9	28	102	98	-4	99	96	13	100	-69
COc1cccc(C(=O)C2CCCN(Cc3cnn(C(C)C)c3)C2)c1 (stereo not drawn)	99	5	17	99	97	-65	96	96	3	104	26
Cc1cc(C(=O)CS(=O)(=O)c2ccc(F)cc2)cc(C)c1OC(=O)N(C)C	101	9	19	105	99	7	96	99	20	100	-11
O=C1NC(=O)N(c2ccccc2)C(=O)/C1=C/c1ccc([N+](=O)[O-])s1	94	11	12	92	91	-22	92	86	-1	101	46
O=c1[nH]c(=O)n(CCc2ccccc2)c(O)c1C=NCCCn1ccnc1	98	6	24	101	98	-28	99	100	.	94	1
O=C(COc1ccccc1)N1CCN(C/C=C/c2ccccc2)CC1	102	9	12	101	99	-35	100	98	-7	104	12
CCC(=NCCC1=CCCCC1)c1c(O)[nH]c(=O)[nH]c1=O	104	9	39	111	101	-29	105	101	.	106	1
CCOC(=O)c1cc(CC)sc1/N=C/c1c(O)[nH]c(=S)[nH]c1=O	96	1	8	99	93	32	96	95	.	96	-63
COc1ccc(N=Cc2c(O)n(-c3ccc(C)cc3)c(=O)[nH]c2=O)cc1	96	11	10	92	92	-16	92	90	36	96	-9
CCN(CC)CCCOC(=O)C(OC(C)C)(c1ccccc1)c1ccccc1	96	15	21	97	95	-5	95	97	.	97	12
C(=NC12CN3CN(CN(C3)C1)C2)c1cccnc1	95	29	24	97	97	-7	96	97	.	95	3
Cc1c(C=O)c2ccccc2n1Cc1ccccc1F	97	5	22	96	94	-3	98	94	.	105	-8
COc1ccc(CN2C(=O)NC(=O)/C(=C\c3ccc(OC)c(OC)c3OC)C2=O)cc1	95	.	12	103	96	-17	97	97	.	103	5
O=c1[nH]c(O)c(C=Nc2ccccc2[N+](=O)[O-])c(=O)[nH]1	97	21	9	96	96	1	97	99	.	95	23
CCOC(=O)c1c(NC(=O)C(c2ccccc2)c2ccccc2)sc2c1C1CCN2CC1	101	30	14	100	100	21	103	100	9	102	-14
Cn1cccc1CNCCc1ccc(F)cc1	98	4	27	100	99	-4	98	98	.	98	20
COc1ccc(-n2c(O)c(C(C)=NC3CC3)c(=O)[nH]c2=O)cc1	102	13	8	97	98	1	101	98	.	102	5
O=C1NC(=O)C2(Cc3ccccc3N3CCCC32)C(=O)N1c1ccccc1 (stereo not drawn)	104	54*	23	107	101	-22	101	103	.	99	-2

Later entries:
SMILES	Rab2 wt GTP	Avidin bead fluor	GSH bead fluor	Rac1 wt GTP bind	Rac1 act GTP bind	Mcl1-Bid inh	HRas wt GTP bind	Cdc42 wt GTP	Pf gametocyte	Rab7 wt modul	Mcl1 Noxa PPI
O=C1C2CCCN2C(c2ccccc2)N1c1ccccn1 (stereo not drawn)	102	14	32	102	99	-27	104	103	.	99	-6
CN(C)c1ccc(/C=C/c2cc[n+](C)c3ccccc23)cc1	94	10	17	95	95	-59	94	96	30	99	20
O=C1NC(=O)C(CCc2ccncc2)(CCc2ccncc2)C(=O)N1C1CCCCC1	93	7	13	97	96	-9	95	96	25	98	-7
CCN1CCN(C(=O)COc2ccc(S(=O)(=O)NC(C)C)cc2)CC1	97	25	19	104	98	-6	102	97	-5	96	5
O=c1c2ccccc2nc(N2CCCC2)n1-c1ccc(Cl)cc1	102	13	16	102	100	9	103	102	5	100	8
CCOc1ccc(N2C(=O)NC(=O)/C(=C\c3cc(OC)c(OC)cc3[N+](=O)[O-])C2=O)cc1	93	15	11	92	91	-18	93	89	.	91	32
Fc1ccccc1CCNCc1cccc(Cl)c1Cl	98	10	9	97	93	-13	100	96	.	100	-6
Cc1nc2ccc(N3CCN(C)CC3)cc2nc1C	102	9	13	102	96	-11	103	98	13	98	21
CC1CC(NC(=O)C2C3CCC(O3)C2C(=O)O)CC(C)(C)C1 (stereo not drawn)	98	15	15	101	97	8	98	98	-11	101	14
CC1CN=C(NC(C)c2ccccc2)S1 (stereo not drawn)	96	9	17	99	97	-33	95	97	-15	103	14
Cc1cc([P+](=O)O)c(C)n1-c1ccc(Br)cc1	102	32	15	104	99	-28	104	107	22	100	11
CCN(CC)C(=O)N[C@H]1C[C@@H]2c3cccc4[nH]cc(c34)C[C@H]2N(C)C1	101	10	20	106	99	-16	100	103	.	99	1
CNC(=S)N/N=C1\C2CN3CCN(C2)CC1(c1ccccc1)C3	101	2	5	102	99	-28	102	102	11	99	5
COCCOC(=O)c1c(N)n(Cc2ccccc2)c2nc3ccccc3nc12	99	11	10	102	101	-11	100	101	3	98	21
CCOC(=O)C(O)(c1ccc(NC(=S)NC(=O)c2ccc(Cl)cc2Cl)c(C)c1)C(F)(F)F (stereo not drawn)	97	16	10	103	99	-9	96	100	12	95	28
CN1CN(c2cccc([N+](=O)[O-])c2)CN=C1N[N+](=O)[O-]	98	8	15	96	97	-23	99	97	13	105	7
Nc1ccncc1	101	7	19	103	103	2	100	101	.	96	7
COc1ccc(CN2C(=O)CC(=O)NC2=O)cc1	101	13	8	100	99	-53	100	98	1	103	11
COc1ccc(Br)cc1CN1CCN(CCO)CC1	101	37	23	102	101	19	103	103	-14	100	20
CCCCn1c(O)c(C(C)=Nc2c(C)n(C)n(-c3ccccc3)c2=O)c(=O)[nH]c1=O	101	10	22	99	100	-31	101	101	.	96	-1
CC(C)(C)C(=O)OCC12CCC(O1)C1(C)C(=O)OCC21 (stereo not drawn)	?	13	14	?	?	-14	?	?	11	?	1
CCOc1ccc(CC2C(=O)NC(=O)N(c3ccc(CC)cc3)C2=O)cc1 (stereo not drawn)	100	5	4	101	98	0	98	100	25	97	4
CCN(CC)c1ccc(N=Cc2c(O)n(-c3ccccc3C)c(=O)[nH]c2=O)cc1	99	6	34	97	96	-15	99	100	.	99	9
O=C1C=C2C=C[C@H]3C[C@]2(O1)[C@@H]1CCCCN13	99	10	18	102	97	-12	99	102	9	101	-5
c1ccc2c(c1)Nc1ccccc1S2	103	6	19	103	99	-13	101	101	.	100	44

Other records
SMILES	Rab2 wt GTP	Avidin bead fluor	GSH bead fluor	Rac1 wt GTP bind	Rac1 act GTP bind	Mcl1-Bid inh	HRas wt GTP bind	Cdc42 wt GTP	Pf gametocyte	Rab7 wt modul	Mcl1 Noxa PPI
Cc1ccc(NC(=O)CSc2nnc([C@@H](N)Cc3c[nH]c4ccccc34)o2)c(C)c1	100	32	15	105	102	-59	102	102	-41	101	19
COc1ccc(C(=O)C2CCCN(C3CSCCSC3)C2)cc1OC (stereo not drawn)	98	6	21	99	97	-130	98	99	15	95	9
O=C1/C(=C/c2cc([N+](=O)[O-])ccc2Cl)N2CCC1CC2	99	6	18	96	94	-6	96	96	1	96	4
C/C(=N\Nc1cccc2ccccc12)c1c(O)n(Cc2ccccc2)c(=O)[nH]c1=O	91	1	8	96	95	-63	98	96	-17	96	17
OC(c1ccccc1)(c1ccccc1)C1CN2CCC1CC2 (stereo not drawn)	93	10	11	92	94	-13	91	94	.	92	-6
CCOC(=O)C1SC2(C(F)F)CC1(O)c1c(c(OC)c3occc3c1OC)O2 (stereo not drawn)	98	8	30	99	97	-14	98	98	.	99	8
CCCCCc1cc(O)c2c3c(c(=O)oc2c1)CN(C)CC3	98	14	13	102	98	-16	102	101	-12	99	24
NCC1(c2ccc3c(c2)OCCO3)CCCC1	102	8	15	104	100	-7	103	104	-12	103	16
CCOC(=O)c1c(N)n(Cc2ccccc2)c2nc3ccccc3nc12	100	39	13	100	98	-4	99	99	.	100	-8
COc1ccc2c(CN3CC=C(c4ccccc4)CC3)cc(=O)oc2c1	98	7	7	98	96	2	94	94	-6	95	17
CC(C)OP(=O)(OC(C)C)C(O)c1ccccc1F (stereo not drawn)	101	25	12	102	100	-2	100	101	10	100	9
CN1CCC(C)(O)C2CCCCC21 (stereo not drawn)	97	20	12	104	97	-10	100	98	-4	101	15
CN(C(=O)CN1CC=C(c2ccccc2)CC1)c1c(N)n(Cc2ccccc2)c(=O)[nH]c1=O	98	11	24	101	99	-46	99	99	.	99	7
Cc1cc(Oc2ccc(C(F)(F)F)cc2[N+](=O)[O-])c2c3c(c(=O)oc2c1)CCC3	100	4	9	102	98	-7	100	97	-18	105	4
Clc1cccc(Cl)c1C1N2CCCN12 (stereo not drawn)	97	8	5	101	97	-7	99	103	.	94	-10
CCOC(=O)C1CCN(/C=C2/C(=O)NC(=S)N(c3ccccc3F)C2=O)CC1	96	7	17	93	95	-22	96	92	7	101	-16
CC(=O)Nc1ccccc1C(=O)OCC(=O)c1ccccc1Cl	99	3	6	103	98	-18	100	100	.	102	12
COc1ccc(-c2nc3ccccc3c(=O)o2)cc1	96	12	26	98	96	-10	97	95	4	103	-34
O=C(Cn1nc(-c2ccc(Cl)cc2)ccc1=O)N1CCC2(CC1)OCCO2	105	9	19	102	96	-17	101	98	23	109	8
CC1(C(O)(C#CCN2CCCCC2)c2ccccc2)CCCC1 (stereo not drawn)	94	10	11	93	94	-3	93	94	9	93	15
Cc1cccc(N2C(=O)/C(=C/c3ccc(N4CCN(C)CC4)o3)C(=O)NC2=S)c1C	98	7	10	103	97	-22	97	95	-7	97	0
Cc1cccc(OP(=O)(Oc2cccc(C)c2)OC(c2ccccc2)C(F)(F)F)c1 (stereo not drawn)	98	11	23	104	101	7	99	98	-11	100	16
O=C(c1cccnc1)c1cc2ccccc2[nH]1	99	15	15	103	98	-16	100	99	-5	98	-5
